# Source: PubChem BioAssay (several laboratories)
# BoNT F protease – blocks Botulinum neurotoxin F light chain protease | inhibition, % at 10 µM | hit rate 0.22% among 360,000 | Multiplex microsphere protease cleavage assay, flow cytometry; in the data active = inhibition above about 35%, passing the limit was not always enough; inconclusive = no clear call, values can overlap the other calls; note: plate controls were buffer without enzyme for full effect and enzyme alone for no effect
# PrPC surface inh – inhibitors of human cell surface prion protein PrPC. TR-FRET read-out. inhibition, % at 13.8 µM. hit rate 0.43% among 370,000. AID 720596; in the data active = inhibition above about 24%; note: 0% = median of the test wells and 100% = reference compound wells
# PriA SSB inh – inhibitors of Klebsiella pneumoniae PriA binding to SSB C-terminal tail; inhibition, % at 33 µM; AID 1272365; hit rate 0.6% among 430,000; AlphaScreen SSBct-PriA binding, biotinylated peptide; in the data active = inhibition mostly above about 37%, no sharp cut-off; inactive = mostly below about 20%;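 note: plate controls were negative control peptide for no effect and reference peptide for full effect; strong numbers were not always called active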
# Rv3671c protease – inhibitors of M. tuberculosis serine protease Rv3671c | inhibition, % at 5.96 µM | hit rate 0.048% among 320,000; in the data active = inhibition above about 38%;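 note: extracellular domain of Rv3671c used as enzyme; 0% = enzyme with DMSO and 100% = no enzyme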
# Target sequence (P9WHR9 whole entry, looked up, the tested form may be a part): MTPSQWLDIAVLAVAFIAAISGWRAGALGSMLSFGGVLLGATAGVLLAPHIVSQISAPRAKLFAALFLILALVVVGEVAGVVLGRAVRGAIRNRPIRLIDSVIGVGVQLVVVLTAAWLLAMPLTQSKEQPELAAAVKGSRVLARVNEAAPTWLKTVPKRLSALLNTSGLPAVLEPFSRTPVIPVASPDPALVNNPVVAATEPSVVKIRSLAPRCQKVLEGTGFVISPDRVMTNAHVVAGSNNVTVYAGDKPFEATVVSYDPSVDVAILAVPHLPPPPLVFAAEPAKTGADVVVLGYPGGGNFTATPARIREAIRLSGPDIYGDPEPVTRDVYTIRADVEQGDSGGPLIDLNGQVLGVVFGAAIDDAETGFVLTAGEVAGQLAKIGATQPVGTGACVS
# BoNT A protease – blocks Botulinum neurotoxin A light chain protease; hit rate 0.17% among 360,000; AID 588499; multiplex microsphere protease substrate cleavage, flow cytometry; inhibition, % at 10 µM; note: plate controls were buffer without enzyme for full effect and enzyme alone for no effect
# CCHFV vOTU inh – CCHFV vOTU protease inhibition; hit rate 0.55% among 370,000; inhibition, % at 11.5 µM; Pep-AMC fluorescence; AID 651958; in the data active = inhibition above about 30%; note: 0% = vehicle wells with enzyme and 100% = no enzyme wells
# 3CLpro inhibitor – SARS-CoV 3CLpro protease inhibition | P0C6X7 | recombinant SARS-CoV 3CLpro, quenched FRET peptide cleavage | inhibition, % at 6 µM | hit rate 0.14% among 290,000 | AID 1706; in the data active = inhibition above about 12%
# MazF activator – activators of E. coli MazEF toxin-antitoxin RNase | hit rate 0.32% among 350,000 | FAM/BHQ RNA-DNA oligo cleavage fluorescence, 5 h | activation, % at 20 µM | P0AE70; in the data active = activation above about 50%
# Target sequence (P0AE70 whole entry, looked up): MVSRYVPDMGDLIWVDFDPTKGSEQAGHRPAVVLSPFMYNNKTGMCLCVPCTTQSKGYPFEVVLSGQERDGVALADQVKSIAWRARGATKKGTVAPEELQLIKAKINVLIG
# Anthrax LF prot – anthrax lethal factor protease inhibition. AID 588501. inhibition, % at 10 µM. multiplex microsphere protease cleavage assay, LF. hit rate 0.12% among 360,000. P15917; note: plate controls were buffer without enzyme for full effect and enzyme alone for no effect
# VHR inh abs – DUSP3 (human) phosphatase inhibition | P51452 | recombinant VHR phosphatase, pNPP absorbance | inhibition, % at 13.3 µM | hit rate 0.52% among 290,000 | AID 1654; in the data active = inhibition above about 50%; note: some compounds called inactive have numbers as strong as hits
# Target sequence (P51452 whole entry, looked up): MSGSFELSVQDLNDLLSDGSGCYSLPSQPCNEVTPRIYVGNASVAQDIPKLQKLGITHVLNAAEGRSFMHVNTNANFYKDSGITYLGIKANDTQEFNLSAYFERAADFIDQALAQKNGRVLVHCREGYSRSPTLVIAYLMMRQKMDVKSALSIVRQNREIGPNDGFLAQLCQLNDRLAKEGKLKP
# An asterisk follows results filed as active; i = inactive; ? = inconclusive; . = not tested or not shown; & = joins results of further samples. Cut-off read from the data, not from the text of the source, unless noted: active = inhibition above about 30%; inconclusive = no clear call, values can overlap the other calls; inactive = below that. This is a subset (hit frequency here may not be typical).
SMILES,BoNT F protease,PrPC surface inh,PriA SSB inh,Rv3671c protease,BoNT A protease,CCHFV vOTU inh,3CLpro inhibitor,MazF activator,Anthrax LF prot,VHR inh abs
CC1CN(CC(=O)NN=C(c2ccccc2)c2ccccc2)CC(C)O1 (centres undefined),-2,1,-11,7,0.0,7,-1,-1,-9,21
CCCCn1c(Oc2ccc(C(=O)OC)cc2)nc2c1c(=O)n(C)c(=O)n2C,-21,3,6,-3,-2.7,-1,0,-4,-2,3
Cc1cc(C)n2nc(CNS(=O)(=O)c3ccc(CC(C)C)cc3)nc2n1,-7,6,-12,-9,0.6,-4,-3,3,8,21
Cc1ccccc1C(=O)c1c[nH]c(C(=O)N=CN(C)C)c1,-5,0,1,-7,0.4,-2,3,13,-3,22
CCCc1nnc(NC(=O)c2nc(S(=O)(=O)Cc3cccc(C)c3)ncc2Cl)s1,.,5,-11,-7,.,6,-2,-3,.,-36
CC(C)Oc1ccc(C(=O)OCC(=O)NCCNC(=O)COC(=O)c2ccc(OC(C)C)cc2)cc1,-8,0,-12,-2,-7.5,17,1,-3,-2,1
O=C1C(Br)C2CCC1C2C(=O)O (centres undefined),-3,-4,.,.,-0.2,0,.,-1,-1,.
COc1ccc(C(=O)NCCn2cc(SCC(=O)NCC3CCCO3)c3ccccc32)cc1 (centres undefined),0,1,-3,2,3.9,-10,0,1,-1,1
O=C(c1ccccc1)C1CCN(C(=O)c2ccco2)CC1,-2,6,-12,9,-0.9,4,3,0,1,-9
O=C(NCC1COc2ccccc2O1)C1CCN(S(=O)(=O)c2cccc3nsnc23)CC1 (centres undefined),.,-2,-14,8,.,-2,-1,-2,.,19
CCN(CC)S(=O)(=O)c1ccc2c(c1)c(=O)c(C(=O)NCCN(C)CCc1ccccc1)cn2C,0,-8,-1,-12,-0.5,1,-7,0,-6,10
O=C(Nc1ccc(Cl)cn1)c1cccc(S(=O)(=O)N2CCCCCC2)c1,-2,0,.,.,-0.2,2,.,-2,2,.
Cc1cc(=O)c(C(=O)Nc2cccc(C(=O)NC3CC3)c2)nn1-c1ccccc1,1,-2,.,.,-0.6,2,.,3,-5,.
COc1ccc(C(=O)N2CCOCC2)cc1Br,13,-2,-7,-15,-0.5,-11,0,2,-1,11
CC(C)CNC(=O)C(=O)N/N=C/c1cccs1,-7,5,.,3,-5.4,14,2,7,-1,12
O=C(Cn1c(S(=O)(=O)Cc2ccccc2)nc2ccccc21)N1CCCCC1,-11,-2,-7,-7,-0.5,1,0,-24,0,25
CCOC1=C2[C@H](c3ccccc3)N(S(=O)(=O)c3ccc(C)cc3)C[C@H]2n2c(=O)n(-c3ccccc3)c(=O)n2C1,1,12,.,.,0.1,18,.,.,4,.
CCCSc1nnc2n(-c3ccccc3OC)c(=O)c3c4c(sc3n12)CCC4,6,0,-13,-6,0.0,-3,-3,4,2,23
CO/N=C/C(C#N)=C/c1ccc(OC)cc1,-5,-18,.,5,-1.0,15,-3,4,-2,10
COc1ccc(NS(=O)(=O)c2cc(C(=O)N3CCN(C/C=C/c4ccccc4)CC3)ccc2C)cc1,-8,1,0,-4,-2.8,-1,.,-5,0,.
CC(C)C(NCc1c(Cl)cccc1Cl)C(=O)O (centres undefined),7,4,-10,1,4.7,-4,-5,2,-1,18
Cc1cc(C)n(CC(C)NC(=O)c2cc(COc3ccc(F)c(F)c3)on2)n1 (centres undefined),2,5,-16,.,0.9,1,-2,6,2,-6
CCn1c(Cc2c(C)[nH]c3ccccc23)nnc1SCC(=O)NCc1ccccc1,4,-8,-2,-1,-1.4,1,1,1,0,26
COc1ccccc1C(=O)Nc1nnc(S(=O)(=O)N2CCN(c3ccc(F)cc3)CC2)s1,18,6,-23,-6,3.9,12,4,-3,8,8
C[C@H](C(=O)CC(=O)OC(C)(C)C)[C@H](O)c1ccc(C(F)(F)F)cc1,-4,.,-6,-3,-0.7,.,-1,2,-7,24
CCOC(=O)C1=C(C)N(C)C(C)=C(C(=O)OCC)C1c1ccccn1,-5,-4,5,4,-1.2,0,2,23,-2,-4
CCN(CC)CCNC(=O)c1cc2c(-c3cccc(OC)c3)nn(C)c2s1,-14,2,-4,-12,-1.9,-26,-5,9,0,24
Fc1ccc(CN2CCC(Cc3ccccc3)CC2)cc1F,.,1,-20,.,.,-10,-1,-25,.,13
COc1ccc(CC(N)c2csc(NC(=O)CCc3ccccc3)n2)cc1 (centres undefined),-6,-1,.,.,0.0,16,.,.,-9,.
CNc1snc(C)c1C(=O)OCC(=O)c1cc(F)ccc1OC,-1,1,7,-7,1.8,-5,.,8,-10,.

# Gathered by group, the compounds so far containing a thiophene ring, fused or not
SMILES,BoNT F protease,PrPC surface inh,PriA SSB inh,Rv3671c protease,BoNT A protease,CCHFV vOTU inh,3CLpro inhibitor,MazF activator,Anthrax LF prot,VHR inh abs
CC(C)CNC(=O)C(=O)N/N=C/c1cccs1,-7,5,.,3,-5.4,14,2,7,-1,12
CCCSc1nnc2n(-c3ccccc3OC)c(=O)c3c4c(sc3n12)CCC4,6,0,-13,-6,0.0,-3,-3,4,2,23
CCN(CC)CCNC(=O)c1cc2c(-c3cccc(OC)c3)nn(C)c2s1,-14,2,-4,-12,-1.9,-26,-5,9,0,24

# Going on with the list.
SMILES,BoNT F protease,PrPC surface inh,PriA SSB inh,Rv3671c protease,BoNT A protease,CCHFV vOTU inh,3CLpro inhibitor,MazF activator,Anthrax LF prot,VHR inh abs
CC1(Cc2cccc(C(F)(F)F)c2)C(=O)Nc2c(Cl)cccc21 (centres undefined),-4,2,.,.,-0.5,11,.,.,-1,.
CN(Cc1ccccc1F)C(=O)c1ccc(Oc2ccccc2)cc1,4,2,-33,-1,-0.5,13,1,-8,-9,.
O=C(CCCCCn1c(=S)[nH]c2cc3c(cc2c1=O)OCO3)N1CCN(C(=O)c2ccco2)CC1,8,-2,0&-23,-1,0.9,-5,2,4,-5,7
CC1CC(C)CN(S(=O)(=O)c2cc3c(cc2Cl)NC(=O)CO3)C1 (centres undefined),-6,6,-15,-16,-0.4,-4,3,8,2,29
O=C(NC1CCCC1)C1CCN(C(=O)c2ccccc2Cl)CC1,4,-4,-1,1,-1.6,22,1,9,-3,-1
CC1CN(S(=O)(=O)c2ccc(C(=O)Nc3nnc(-c4ccccn4)o3)cc2)CC(C)O1 (centres undefined),0,-2,-6&13,7,-0.2,6,0,8,-2,-13
COC(=O)Cc1c(C)c2ccc(OCC(=O)N(C)C3CCS(=O)(=O)C3)cc2oc1=O (centres undefined),2,1,-8,3,0.5,-54,5,-5,0,8
Cn1c(=O)c2[nH]c(C=Cc3ccc4c(c3)OCO4)nc2n(C)c1=O,-2,1,-15,.,-0.1,2,.,8,8,.
COC(=O)CSc1nsc(SCC(=O)OC)c1C#N,7,2,-8,7,0.8,-11,-5,-2,1,-11
COc1cc([N+](=O)[O-])ccc1NC(=O)CCCOc1cccc(C)c1C,1,1,-16,-4,1.8,10,-1,-1,-4,7
COc1cc(/C=N/Nc2cc(C)nc(NS(=O)(=O)c3ccccc3)n2)ccc1O,1,-3,.,2,-0.1,1,-5,2,-1,8
O=C(Nc1ccc(Cc2ccncc2)cc1)c1ccc(N2CCOCC2)c([N+](=O)[O-])c1,-9,-12,13,-13,-1.4,-6,-2,6,-3,24
O=c1[nH]ncn1-c1cccc(C(F)(F)F)c1,3,7,-6,0,0.9,-5,1,10,-1,21
CCCN1C(=O)c2ccc(C(=O)Nc3cc(C)ccc3O)cc2C1=O,?,4,-3,-3,0.2,4,-4,3,4,-7
COc1cccc2c(=O)n(CC(=O)Nc3ccccc3)ccc12,-3,2,-9,1,-0.2,-1,-4,-3,-4,7
CCN(CC(=O)Nc1cc(Cl)ccc1C)C(=O)CN1C(=O)NC2(CCCC2)C1=O,-5,7,1,6,-0.7,-2,.,1,-1,.
Cc1ccc(S(=O)(=O)NCC(=O)OC(C)C(=O)c2ccccc2)cc1 (centres undefined),-1,5,3,-3,-0.3,7,.,3,0,.
CCN(C(=O)COC(=O)c1ccc2c(c1)OCO2)c1ccccc1,-3,8,-23,7,-0.5,11,.,-1,-7,.
Cc1c(NC(=O)COC(=O)C2(c3ccc(F)cc3)CCCC2)c(=O)n(-c2ccccc2)n1C,-4,1,-5,11,-0.9,-9,0,10,-1,13
O=C(O)c1cc(-c2ccc3c(c2)OCO3)nc2ccccc12,-8,-6,-14,3,-0.3,24,1,-5,-2,0
Cc1cc(OCCCC(=O)NC2=NCCS2)ccc1Cl,-22,6,-10,-6,-0.3,0,2,3,1,10
Cc1c(CCC(=O)O)c(=O)oc2cc3oc4c(c3cc12)CCCC4,4,3,-6,5,0.0,-17,1,4,-10,-1
CCc1cc2c(=O)n(CC)c(SC(C)C(=O)Nc3c(C)n(C)n(-c4ccccc4)c3=O)nc2s1 (centres undefined),-8,8,-11,3,0.1,8,4,-2,2,35
Cc1c(C(=O)Nc2cccc3cccnc23)oc2ccccc12,-2,-4,-8,0,0.2,-2,-1,2,-4,43
CCCCOP(=O)(CN1CCOCC1)OCCCC,-5,-1,1,-1,-0.1,-6,-2,-1,0,11
OC(c1cc(C(F)(F)F)nc2c(Cl)cc(Cl)cc12)C1CCCCN1 (centres undefined),-27,2,1,0,0.1,-15,0,19,8,10
CS(=O)(=O)Nc1ccccc1C(=O)c1ccccc1,-1,-4,-14,-12,-0.7,-3,3,5,-5,8
CCCCNC(=O)CN(c1ccc(Cl)c(Cl)c1)S(C)(=O)=O,1,1,-4,-8,-0.7,12,1,-1,-1,9
Cc1nn2c(NCC(C)C)c3c(nc2c1-c1ccccc1)CCC3,2,.,-10,-8,0.8,.,1,-4,0,24
O=C(O)c1ccc(S(=O)(=O)NN=Cc2c[nH]c3ccccc23)cc1,-1,-2,.,.,0.3,17,.,8,0,.

# Look-ups from the list:
# CCCCNC(=O)CN(c1ccc(Cl)c(Cl)c1)S(C)(=O)=O | Rv3671c protease: -8
# CO/N=C/C(C#N)=C/c1ccc(OC)cc1 | Anthrax LF prot: -2

# Remaining list, next part:
SMILES,BoNT F protease,PrPC surface inh,PriA SSB inh,Rv3671c protease,BoNT A protease,CCHFV vOTU inh,3CLpro inhibitor,MazF activator,Anthrax LF prot,VHR inh abs
Nn1c(SCC(=O)NCc2ccccc2)nnc1C1CC1,0,3,-5,-3,0.6,0,-2,-19,-4,17
Cc1cc(C)n(-c2cc(N3CCN(S(=O)(=O)c4ccc5ccccc5c4)CC3)ccc2[N+](=O)[O-])n1,-2,4,22,3,0.9,3,4,0,0,1
CCOc1cc(C(=S)N2CCOCC2)cc(Br)c1OS(=O)(=O)c1ccccc1,-5,10,3,-3,-2.0,-13,-3,4,-1,6
CC(C)/C(=N\NC(=O)Nc1ccccc1)c1ccccc1,2,-7,.,0,1.7,-7,0,-2,-1,23
CC(C)COC(=O)N1CCCCC1c1cc(C(=O)NCc2cccnc2)no1 (centres undefined),-1,1,.,.,-0.1,8,.,.,-4,.
CC(=O)N1CCN(CC(=O)Nc2ccc(C)c(F)c2)CC1,3,-2,-12,4,0.0,-12,0,1,-5,0
O=C(N/N=C/c1ccc(O)cc1O)c1ccncc1,-9,9,.,15,0.5,7,-1,-5,0,18
Cc1c(NC(=O)CSc2nnc(-c3ccncc3)o2)c(=O)n(-c2ccccc2)n1C,-4,-3,-10,-8,-0.9,12,2,8,-2,33
COC(=O)c1c(N)sc(Cc2ccccc2)c1C,-16,9,-4,9,-3.3,-2,3,2,8,20
Cc1ccc(CN(Cc2ccc(C)o2)C(=S)NCC(=O)O)cc1,-9,11,-5,5,0.3,-15,3,4,0,8
O=C(C1CC(=O)N(c2ccc(F)cc2)C1)N1CCN(c2ccc(F)cc2)CC1 (centres undefined),-6,1,-18,6,-2.2,-11,-1,5,6,11
O=C(Nc1ccc(F)c(Cl)c1)c1cc(C2CCCCN2C(=O)c2ccccc2)on1 (centres undefined),1,-3,.,.,-0.7,8,.,.,-6,.
Cc1cn(CC(=O)NCc2ccc3c(c2)OCO3)c(=O)[nH]c1=O,2,-4,-4,.,-0.4,-4,.,8,10,.
N/C(=N\OC(=O)c1ccc(Cl)cc1Cl)c1ccc(Cl)cc1,2,-2,i,-7,0.5,-2,-3,-4,1,6
COc1ccc(CNC(=O)C(c2cccs2)N(C(=O)c2csnn2)C2CC2)cc1 (centres undefined),-3,-3,-10,4,-2.0,-3,2,5,-2,3
